IP6K1 inh: IP6K1 kinase inhibition. Q92551. IP6K1 kinase, ADP-Glo luminescence, 2 h; active compounds read low. activity change, % (series mostly up to about 58 µM). actives 0.81% (n = 140,000). AID 1645851; in the data active = activity change below about -25%
Target sequence (Q92551 whole entry, looked up): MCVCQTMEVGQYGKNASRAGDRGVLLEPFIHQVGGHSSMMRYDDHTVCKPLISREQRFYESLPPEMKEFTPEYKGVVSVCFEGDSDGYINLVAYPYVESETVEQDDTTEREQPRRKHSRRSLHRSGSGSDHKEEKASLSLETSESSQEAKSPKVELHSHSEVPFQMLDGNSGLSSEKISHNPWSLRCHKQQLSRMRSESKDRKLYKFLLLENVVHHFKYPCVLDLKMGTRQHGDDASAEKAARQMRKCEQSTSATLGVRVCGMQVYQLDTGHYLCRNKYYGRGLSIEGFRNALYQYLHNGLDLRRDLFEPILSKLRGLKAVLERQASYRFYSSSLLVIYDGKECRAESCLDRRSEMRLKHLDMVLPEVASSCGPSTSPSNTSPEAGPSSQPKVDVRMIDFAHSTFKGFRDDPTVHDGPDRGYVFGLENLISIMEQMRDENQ
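ADP-Glo luminescence measures ADP made by human IP6K1 during a 2 h RT reaction with ATP/IP6 (mix at 1.3 mM/130 uM); top library doses 57.5 and 19.1 uM final.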
SNCA expr inhib: SNCA gene expression inhibition; Potency, µM (top dose mostly 57.2 µM), without a hit: at the highest dose activity change, negative = inhibition, usual class: inhibitors; actives 0.17% (n = 140,000); AID 1671194; HEK-293 SNCA-luciferase knock-in, luminescence, 24 h;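 also: potency is read from the fitted curve at half-maximal effect; plate controls were DMSO cells for no effect and cell-free wells for full effect; nearly all actives have a fitted effect of over 45% in size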
HEK293 viab: cell viability loss counter-screen | HEK-293-SNCA-luc viability, GF-AFC fluorescence, 24 h | actives 0.12% (n = 150,000) | Potency, µM (top dose mostly 57.1 µM), for inactives: at the highest dose activity change, negative = cytotoxicity, hits mostly cytotoxic;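 also: potency is read from the fitted curve at half-maximal effect; 0% = DMSO-treated cells and -100% = medium-only wells without cells; nearly all actives have a fitted effect of over 30% in size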
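HEK-293-SNCA-luc cells (1500/well) plated 24 h, then exposed 24 h to a dilution series; GF-AFC added 30 min at 37C, fluorescence 405/540 nm; normalised to medium-only and DMSO wells, Hill fit.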
Luciferase inh: Photinus pyralis luciferase inhibition | P08659 | purified P. pyralis luciferase, luminescence, biochemical | Potency, µM (series often up to 115 µM), without a hit: at the top dose activity change, negative = inhibition, usual class: inhibitors | actives 2.5% (n = 76,000) | AID 1347043; also: potency is read from the fitted curve at half-maximal effect; nearly all actives have a fitted effect of over 65% in size
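Luminescence read by CCD imager after adding enzyme (10nM final) to wells holding compound, titrated in qHTS. Substrates 10uM each D-luciferin and ATP; buffer 50mM Tris acetate pH 7.5, 10mM Mg acetate, Tween-20, BSA.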
HEK293 tox: kills HEK 293 cells | HEK 293 viability, ATP luminescence (CellTiter-Glo), 48-72 h | Potency, µM (titrated, usually from 115 µM), inactives show at the highest dose activity change, negative = cytotoxicity, actives largely listed as inhibitors | actives 6.6% (n = 94,000) | AID 1345083; also: potency is read from the fitted curve at half-maximal effect; nearly all actives have a fitted effect of over 60% in size
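CellTiter-Glo luminescence (cellular ATP) was read after 48 or 72 hr of compound exposure at 37 degree Celsius. Cells were HEK 293 plated at 250 cells/well.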
3T3 cytotox: kills NIH 3T3 cells; NIH 3T3 viability, CellTiter-Glo ATP luminescence, 48-72 h; Potency, µM (highest dose often 96.7 µM), without a hit: top-dose activity change, negative = cytotoxicity, usual class: inhibitors; actives 4.3% (n = 94,000); also: potency is read from the fitted curve at half-maximal effect; nearly all actives have a fitted effect of over 55% in size
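Cytotoxicity is measured as loss of cellular ATP: NIH 3T3 cells (400/well) are exposed to compound for 48 or 72 hr at 37 °C, then CellTiter-Glo luminescence is imaged after 10 min at room temperature.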
GPT2 inhibitor: GPT2 alanine aminotransferase inhibition | actives 0.25% (n = 100,000) | Potency, µM (series often up to 57.7 µM), inactives show at the highest dose activity change, negative = inhibition, actives largely listed as inhibitors | Recombinant GPT2, coupled pyruvate oxidase/HRP Amplex Red fluorescence; also: potency is read from the fitted curve at half-maximal effect; nearly all actives have a fitted effect of over 60% in size; many of its hits are not listed in these tables
Target sequence (Q8TD30 whole entry, looked up): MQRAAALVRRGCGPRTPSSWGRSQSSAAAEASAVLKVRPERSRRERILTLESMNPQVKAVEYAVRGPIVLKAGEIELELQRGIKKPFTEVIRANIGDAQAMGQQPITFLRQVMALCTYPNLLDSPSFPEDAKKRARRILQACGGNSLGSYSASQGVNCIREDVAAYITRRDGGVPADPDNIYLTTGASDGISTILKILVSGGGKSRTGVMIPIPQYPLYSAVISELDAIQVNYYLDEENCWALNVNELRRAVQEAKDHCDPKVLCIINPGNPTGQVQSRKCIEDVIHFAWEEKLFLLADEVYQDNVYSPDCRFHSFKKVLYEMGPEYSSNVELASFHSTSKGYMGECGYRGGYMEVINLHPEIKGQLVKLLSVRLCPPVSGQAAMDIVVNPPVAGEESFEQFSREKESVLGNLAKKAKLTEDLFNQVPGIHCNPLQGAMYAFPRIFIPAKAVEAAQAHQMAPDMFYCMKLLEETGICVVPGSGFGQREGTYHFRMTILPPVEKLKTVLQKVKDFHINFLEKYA
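Fluorescence read-out: pyruvate from GPT2 turnover coupled to pyruvate oxidase, HRP and Amplex Red (0.2mM ThPP, 0.2U/mL PO and HRP, 50uM Amplex final). Substrates 250uM a-KG, 2mM L-alanine; enzyme 10ng/uL; 30 min RT.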
The depositor's hits bear a star; i = inactive; ? = inconclusive; . = no result given; & = joins results of further samples; [ ] = remark or other dose. Unless noted, calls follow the shape of the dose curve; as a rule, active = well fitted curve in the direction sought with a large enough effect; inconclusive = small, poorly fitted or top-dose-only effect, or another doubt; inactive = no such curve, though single readings can be large; an effect the other way counts as inactive or inconclusive. Unless noted, % is scaled to controls: 0 for no effect and ±100 for the full control effect.

#	Structure	IP6K1 inh	Luciferase inh	HEK293 viab	3T3 cytotox	HEK293 tox	SNCA expr inhib	GPT2 inhibitor
1	Cc1ccc(-n2nc3n(c2=O)CCN(C(=O)Nc2ccccc2)C3)cc1	4	-20%[172 µM]	-1%[87.6 µM]	?	-27%[172 µM]	-5%[87.6 µM]	?
2	O=C(NCCc1ccccc1)c1ccc(CS(=O)(=O)Cc2ccccc2Cl)o1	-12	.	-18%	.	.	28%	.
3	O=C(c1cccc2[nH]ccc12)N1C[C@@H](CO)[C@H](c2ccccn2)C1	1	?	0%	i	-3%	66%[activator]	-7%
4	COc1ccc(-c2cc(C(=O)NCCc3ccccc3F)c3cnn(C)c3n2)cc1	7	.	-20%	?	32µM*	-12%	?
5	Cc1nc2scc(CC(=O)NC(C)C)n2c(=O)c1-c1cc(C)n(-c2cccc(F)c2)n1	-11	5%	12%	i	i	6%	4%
6	O=C(Nc1cccc(-c2ccc(N3CCCC3)nn2)c1)c1c(F)cccc1F	4	7.1µM*	-4%	?	40µM*	5%	i
7	COc1ccccc1-c1cccc(CN2CCCC(C(=O)NC(C)C)C2)c1 (configuration not stated)	-2	.	4%	40µM*	?	-18%	0%
8	Cc1cc2oc(=O)c(CC(=O)O)c(C)c2c2occ(-c3ccccc3)c12	-3	.	0%	.	.	49%[activator]	.
9	COc1ccc(CN2CCn3c(nn(-c4ccc(OC)cc4)c3=O)C2)cc1	1	.	-4%	-15%	-5%	60%[activator]	-7%
10	CCCC(=O)Nc1nnc(SCc2cc(=O)c3cc(C)ccc3[nH]2)s1	8	.	0%	.	.	-8%	.
11	CCN(CC)CCOc1ccc(Nc2ncc3cc(-c4c(Cl)cccc4Cl)c(=O)n(C)c3n2)cc1	.	.	?	.	.	3µM*	?
12	COc1ccc(N2C(=O)CSC23C(=O)N(CC(=O)NCCc2ccccc2)c2ccccc23)cc1 (configuration not stated)	-4	.	10%	.	.	-28%	.
13	O=C(CN1CCCCCC1=O)NC1CCCc2nc(-c3cccnc3)ncc21 (configuration not stated)	21	4%	-8%	-7%	i	-7%	?
14	O=C(NC1CC1)c1ccc2nnc(-c3ccoc3)n2c1	-3	.	6%[87.6 µM]	-17%[138 µM]	i	-2%[87.6 µM]	i
15	Cc1ccc(CCNC(=O)C2CCN(C(=O)c3cc4c(=O)[nH]c(C)cn4n3)CC2)cc1	17	-1%	5%	-7%	0%	9%	-5%
16	Cc1cccc2c1nc1n2[C@@H](CNCc2cccnc2)COC1	-1	-15%[172 µM]	1%[87.6 µM]	-28%[138 µM]	-28%[172 µM]	15%[87.6 µM]	1%[88.5 µM]
17	COc1ccc(C(=O)Nc2c(C(=O)c3ccc(F)cc3)oc3ccccc23)cc1	38	.	19%	.	.	-4%	.
18	O=C(c1ncccc1O)N1CCCC(CCc2cccc(C(F)(F)F)c2)C1 (configuration not stated)	-4	-6%	-6%	?	?	-19%	-10%[11.5 µM]
19	CCOc1ccc(-c2nc(SCC(=O)c3ccccc3)n[nH]2)cc1	3	.	-7%	.	.	93%[activator]	.
20	Cn1c(=O)c2c(c3ccccc31)OC(=O)CC2c1ccc(C(F)(F)F)cc1 (configuration not stated)	2	.	2%	.	.	?	.
21	C#CCNC(=O)c1cn2cc(-c3ccc(C)cc3)sc2n1	5	.	6%[87.6 µM]	-9%[138 µM]	4%[172 µM]	53%[activator][87.6 µM]	-10%[88.5 µM]
22	Cc1cccc(OCCc2noc(C3CCCN3C(=O)c3ccnn3C)n2)c1 (configuration not stated)	8	3%	6%	-15%	?	-5%	i
23	O=C(CC1=C2CCCCC2NC1=O)NCC1CC1 (configuration not stated)	6	-9%	-1%	-27%	1%	10%	-5%
24	COc1ccc(C)cc1NC(=O)Cn1cccc1-c1nc(-c2ccc(F)cc2)no1	9	5%	-6%	-5%	-8%	?	-4%
25	COc1cccc(C(=O)N2C(C(=O)NCc3ccccc3F)COC23CCC(C)CC3)c1 (configuration not stated)	-19	1%	8%	-20%	-8%	3%	i

Compound profiles, from the list above. Screens in order: IP6K1 inh	Luciferase inh	HEK293 viab	3T3 cytotox	HEK293 tox	SNCA expr inhib	GPT2 inhibitor
Cc1cc2oc(=O)c(CC(=O)O)c(C)c2c2occ(-c3ccccc3)c12 is entered as -3	.	0%	.	.	49%[activator]	.
CCN(CC)CCOc1ccc(Nc2ncc3cc(-c4c(Cl)cccc4Cl)c(=O)n(C)c3n2)cc1 is entered as .	.	?	.	.	3µM*	?
COc1ccccc1-c1cccc(CN2CCCC(C(=O)NC(C)C)C2)c1 (configuration not stated) is entered as -2	.	4%	40µM*	?	-18%	0%
Cc1ccc(-n2nc3n(c2=O)CCN(C(=O)Nc2ccccc2)C3)cc1 is entered as 4	-20%[172 µM]	-1%[87.6 µM]	?	-27%[172 µM]	-5%[87.6 µM]	?

(more compounds)
#	Structure	IP6K1 inh	Luciferase inh	HEK293 viab	3T3 cytotox	HEK293 tox	SNCA expr inhib	GPT2 inhibitor
26	NC1CC(c2cc(N3CCN(CCOc4ccccc4)CC3)ncn2)C1 (configuration not stated)	4	11%	-2%	?	22µM*	-25%	0%
27	CCOC(=O)[C@@H]1CN(C(=O)c2ccc(C)cc2)[C@H]2c3cccc(F)c3O[C@@H]12	12	.	.	?	?	.	.
28	Cc1ccc(-c2nc(CNC(=O)[C@@H](N)[C@@H](C)O)[nH]c2-c2ccccn2)cc1	-17	1%	-18%	-13%	?	-20%	-30%
29	Cc1ccc(OC(C)C(=O)NCC2(N3CCOCC3)CCCCC2)cc1C (configuration not stated)	28	.	-1%	.	.	7%	.
30	COc1ccc(C(=O)NC2CCN(c3cc(-c4ccccc4)[nH]n3)CC2)cc1F	13	3%	9%	?	?	18%	-6%
31	COc1ccc(CN2CC3(Cc4ccccc4C(=O)N3)C2)cc1	28	.	-6%	?	?	10%	-5%
32	Cc1nn2c(c1-c1ccccc1C(N)=O)N(C(=O)c1ccccc1)CCC2	11	1%[172 µM]	2%[87.6 µM]	?	i	13%[87.6 µM]	-3%[88.5 µM]
33	O=C(N[C@H]1CC[C@H](Nc2nccc(-c3cccnc3)n2)C1)c1ccc(O)cc1	-18	-27%	-2%	?	?	7%	i
34	CCOC(=O)Cc1ccc(NC(=O)NCc2ccc3c(c2)CCN3C(=O)CC)cc1	16	.	5%	.	.	17%	.
35	CCCCN(CCCNC(=O)CN1N=C(c2ccccc2)CCC1=O)c1ccccc1	-11	.	-4%	.	.	?	.
36	COc1ccc(S(=O)(=O)N2CCc3c(C(=O)NCCN(C)C)cccc32)cc1	-7	?	-3%	?	?	?	3%
37	Cc1noc(-c2ccn3c(CNC(=O)c4nccc5ccccc45)nnc3c2)n1	7	0%	-3%	-15%	-9%	30%	?
38	Cc1cc(F)ccc1NC1(c2ccccc2)C(=O)c2ccccc2C1=O	20	.	12%	.	.	-19%	.
39	Cc1ccc(C)c(NC(=O)Cn2ncc3c([nH]c4ccccc43)c2=O)c1	-15	.	3%	.	.	26%	.
40	CN(C)[C@H]1CCCCN(C(=O)CC2CCN(Cc3ccccc3)CC2)C1	1	0%	-14%	?	?	-9%	i
41	COc1ccc2nc3n(c2c1)[C@@H](CNC(=O)c1ccccn1)COC3	-13	-3%[172 µM]	-5%[87.6 µM]	i	i	-4%[87.6 µM]	-4%[88.5 µM]
42	O=C(Cn1nc2c(cc1=O)CCCC2)NC1CC1	13	-7%	8%	-1%	-15%	-27%	-10%
43	C[C@@H]1CN(C(=O)c2ccc(=O)n(C)c2)CC[C@@]1(O)C1CCOCC1	4	3%	2%	-8%	-6%	-10%	-20%
44	CCCCN(CCCC)CCNC(=O)Cn1nc(CC)n2c(cc3sccc32)c1=O	4	.	-8%	.	.	3%	.
45	COc1cc2c(cc1OC)C(COc1ccc3c(C)cc(=O)oc3c1)N(C(=O)c1cccc(OC)c1OC)CC2 (configuration not stated)	-6	.	15%	.	.	41%[activator]	.
46	N#Cc1ccccc1Cn1cnc2nc3c(cc2c1=O)CCCC3	25	.	-15%	.	.	?	.
47	CC1CCCCN1C(=O)c1cnc(Cc2c(Cl)cccc2Cl)[nH]c1=O (configuration not stated)	20	6%	-6%	-2%	i	-16%	2%[11.5 µM]
48	O=C(c1ccccc1)N1CCC2(CC1)NCCc1c2[nH]c2ccccc12	2	-9%	8%[12.5 µM]	-27%	?	-19%	4%
49	COc1ccc(C(=O)N[C@@H]2CCC[C@@H]2C(=O)N2CCN(c3ccccn3)CC2)cn1	12	-9%	?	-22%	-18%	-13%	?
50	CCCCc1ccc(-n2nc3cc(Cl)c(NC(=O)c4ccc(OC)cc4)cc3n2)cc1	-3	.	-5%	.	.	22%	.
51	Nc1ccc(-c2ccc3ncc4ccc(=O)n(-c5cccc(C(F)(F)F)c5)c4c3c2)cn1	8	.	?	.	.	20%	-1%&-4%
52	O=C(NC1CCN(c2ccc3nnc(C4CC4)n3n2)C1)c1ccccn1 (configuration not stated)	13	.	.	?	?	.	.
53	CCOC(=O)C1(Cc2ccc(OC)cc2)CCNCC1	-13	-20%	8%	1%	i	23%	?
54	CN(C)c1ccc(CNC(=O)C2CCN(S(=O)(=O)c3ccc4c(ccn4C)c3)CC2)cc1	-12	.	10%	.	.	-5%	.
55	CC(=O)Nc1ccc(CN2CCCC3(Cc4ccccc4CNC3=O)C2)cc1 (configuration not stated)	6	.	4%	-10%	-19%	12%	2%
56	O=C(COc1ccccc1)N1CCCC2(C1)Nc1cccnc1NC2=NCc1ccccc1 (configuration not stated)	5	9%	-1%	0%	-6%	-8%	-23%
57	CCCC(=O)NC1CCN(c2cnn(CC3CC3)c(=O)c2)CC1	23	-7%	-4%	-9%	-4%	-19%	i
58	Cc1c(-c2ccccc2F)[nH]c2ccc(CNS(=O)(=O)C3CC3)cc12	33	?	-14%	?	35µM*	-1%	?
59	O=C(O)COc1ccc(-c2nccc3c2C(=O)N(Cc2cccc(C(F)(F)F)c2)CC(COc2cccnc2)O3)cc1 (configuration not stated)	13	-1%	-3%	?	-3%	?	-20%
60	CNC(=O)[C@@H](c1ccccc1F)N1CCC[C@H]1C(=O)NCCOC	-3	0%[172 µM]	4%[87.6 µM]	-13%[174 µM]	-7%[172 µM]	-10%[87.6 µM]	-24%[88.5 µM]
61	O=C(CCCc1ccccc1)N1CCN(c2cc(-c3ccccc3)[nH]n2)CC1	-4	-3%	-10%	?	?	12%	0%
62	COc1ccc(C(=O)N2CCC3(CC2)NC(=O)N(Cc2ccc(F)cc2)C3=O)cc1	22	15%	-2%	?	?	8%	i
63	COc1ccc(N(C(=O)c2cccc(C)c2)S(=O)(=O)c2ccc(C)cc2)cc1	21	.	?	.	.	?	.

Fetched by structure from above (two):
#	Structure	IP6K1 inh	Luciferase inh	HEK293 viab	3T3 cytotox	HEK293 tox	SNCA expr inhib	GPT2 inhibitor
61	O=C(CCCc1ccccc1)N1CCN(c2cc(-c3ccccc3)[nH]n2)CC1	-4	-3%	-10%	?	?	12%	0%
51	Nc1ccc(-c2ccc3ncc4ccc(=O)n(-c5cccc(C(F)(F)F)c5)c4c3c2)cn1	8	.	?	.	.	20%	-1%&-4%

Source: PubChem BioAssay
